High-throughput results deposited in PubChem BioAssay by several laboratories.
CRFBP-R2 block – CRF-BP/CRF-R2 complex antagonism. HEK293 CRF-R2/CRF-BP, CRF-induced calcium fluorescence. inhibition, % at 11.8 µM. 0.59% of 350,000 active;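 active = inhibition of the ligand-induced calcium signal above about 50% at the single tested concentration, limit read from the data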
GalR3 antagonist – antagonists of human GalR3 | O60755 | HEK293 GalR3-CNG cAMP membrane potential fluorescence; galR3 body fused to GalR1 C-terminus | inhibition, % at 3 µM | AID 651719 | 0.44% of 360,000 active;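 active = inhibition above the screen-wide average plus 3 SD, cut at about 13% in these data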;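 also: forskolin and galanin both at EC90 stimulate the cells; cAMP rise reported by CNG channel membrane potential dye signal; 0% = forskolin plus galanin with DMSO and 100% = forskolin alone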
Target sequence (O60755 1-299 limits assumed): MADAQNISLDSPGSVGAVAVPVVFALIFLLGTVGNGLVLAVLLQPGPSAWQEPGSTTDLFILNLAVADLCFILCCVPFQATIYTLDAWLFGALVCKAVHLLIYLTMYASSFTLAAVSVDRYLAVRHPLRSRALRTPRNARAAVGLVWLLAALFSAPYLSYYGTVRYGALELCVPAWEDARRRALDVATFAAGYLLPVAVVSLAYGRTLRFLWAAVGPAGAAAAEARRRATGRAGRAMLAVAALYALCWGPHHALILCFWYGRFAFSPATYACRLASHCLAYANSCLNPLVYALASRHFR
CRFBP-R2 agonist – CRF-BP/CRF-R2 complex agonism. HEK293 CRF-R2/CRF-BP, calcium dye fluorescence (FLIPR); percent of saturating CRF peptide response. activation, % at 13.2 µM. 0.46% of 350,000 active. AID 588473;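 active = activation of at least 50%, plus an integration ratio under a set limit after plate pattern correction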;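 also: plate controls were neutral control wells without compound for no effect and CRF at EC100 for full effect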
The depositor's hits bear a star.

SMILES	CRFBP-R2 block	GalR3 antagonist	CRFBP-R2 agonist
COc1ccc(OC)c(S(=O)(=O)NCC(=O)NC2CCCCCC2)c1	-8.3	6.4	-0.5
CC1CC(C)CN(C(=O)COC(=O)c2c[nH]c3ccccc23)C1 (centres undefined)	4.8	-4.2	0.6
O=C(COC(=O)c1ccc(C(F)(F)F)cc1)NC(=O)NC1CCCC1	-6.3	-2.9	0.2
COc1cccc(C(=O)NCCS(=O)(=O)N2CCCC(C)C2)c1 (centres undefined)	2.8	-7.8	-0.9
Cc1nc(Cl)sc1C(=O)Nc1ccc(F)cc1	-1.8	-7.7	-1.4
Cc1nnc(SCC(=O)N2CCN(c3ccccc3F)CC2)n1C1CC1	-0.7	-3.4	-0.4
Cn1nnnc1Sc1ncnc2scc(-c3ccc(Br)cc3)c12	11.8	-3.9	7.9
CCOC(=O)C1=CN(Cc2ccco2)S(=O)(=O)N(C)C1CC (centres undefined)	-1.1	-6.7	-2.6
CC1(C)CC(NC(=O)c2cccc(S(=O)(=O)Nc3cccc(Cl)c3)c2)CC(C)(C)N1	4.9	-3.2	0.2
Cc1ccc(S(=O)(=O)N2CCN(C(=O)/C=C/c3ccccc3)CC2)cc1C	7.2	-1.8	-0.7
C[C@H](CO)N1C[C@H](C)[C@H](CN(C)Cc2ccc(Oc3ccccc3)cc2)Oc2ccc(NC(=O)Nc3cccc4ccccc34)cc2CC1=O	8.3	-3.6	-0.1
CCOc1ccc(NC(=O)CSc2nc(=O)n(CCN3CCOCC3)c3c2CCCC3)cc1	14.0	-1.7	-1.9
O=C(COC(=O)c1cc([N+](=O)[O-])ccc1N1CCOCC1)NC1CCCCC1	-2.0	-0.2	-0.3
O=c1[nH]c(=O)n(C2C[C@H](O)[C@@H](CO)O2)cc1C(F)(F)F (some centres undefined)	-1.7	2.7	-1.3
OC1CNc2c(ccc3ccccc23)C1 (centres undefined)	-5.7	4.0	-0.5
CCn1nnnc1SCC(=O)N(C)C1CCS(=O)(=O)C1 (centres undefined)	1.5	-2.2	0.4
CN(C)CCCNc1oc(-c2ccccc2Cl)nc1S(=O)(=O)c1ccccc1	-7.4	-9.0	3.0
Cc1ccc(C(=O)NC2CC(=O)N(c3ccc4c(c3)OCCO4)C2)cc1[N+](=O)[O-] (centres undefined)	-15.5	-5.4	-1.6
COc1cccc(NC(=O)c2c(F)cccc2F)c1	-4.9	-1.9	0.3
C[C@H](CO)N1C[C@H](C)[C@@H](CN(C)Cc2ccc(C(=O)Nc3ccccc3N)cc2)Oc2c(NC(=O)C3CCCCC3)cccc2C1=O	-18.8	-6.0	0.7
CC1Sc2ccc(C(=O)Nc3ccc(S(=O)(=O)N(C)C)cc3)cc2NC1=O (centres undefined)	-9.4	-5.1	3.0
Cc1ccc(NC(=O)COC(=O)CC2SC(N3CCCC3)=NC2=O)cc1 (centres undefined)	1.1	-2.4	-1.0
Cc1cc(C)n2nc(SCC(=O)N3CCCC3)nc2n1	1.2	-4.8	-0.7
CN1CC(O)(C(O)C(O)C(O)CO)SC1=S (centres undefined)	-4.9	1.2	-1.3
O=C(CCNS(=O)(=O)c1ccccc1C(F)(F)F)N1CCN(S(=O)(=O)c2cccc(Cl)c2)CC1	-0.7	-4.2	0.3
CN(C(=O)c1cccc(NC(=O)Cc2cccc(NC(=O)C3CCN(C(=O)C4CCCC4)CC3)c2)c1)C1CCC1	4.2	-6.1	-1.2
O=C1C=C(c2ccc3c(c2)OCO3)C[C@@H](c2ccc(Cl)cc2)C1	-12.5	-1.7	3.9
CC(C)OC(=O)N(C)C[C@@H]1OCc2ccccc2-c2c(n(C)c3ccccc23)C(=O)N([C@@H](C)CO)C[C@H]1C	-2.8	-0.8	-0.2
N#Cc1ccccc1N/C=C/C(=O)c1ccc(Cl)cc1	-15.8	-1.8	1.6
CN(CC(=O)NCCc1ccc(S(N)(=O)=O)cc1)CC(=O)Nc1ccc(Cl)cc1	-2.6	-3.1	-1.1
COCCn1c(N)c(N(Cc2ccccc2)C(=O)COc2ccc(F)cc2Cl)c(=O)[nH]c1=O	-14.3	-3.2	1.0
COc1ccc(S(=O)(=O)NCCc2ccccn2)cc1	10.1	-4.6	0.0
COc1ccc(CNC(=O)COC(=O)CN2C(=O)C3CCCCC3C2=O)cc1 (centres undefined)	-2.0	-6.8	-0.5
O=C(COc1coc(CN2CCc3ccccc3C2)cc1=O)Nc1cccc(Cl)c1	29.3	-2.5	-4.0
CCN1CCN(c2ccc(S(=O)(=O)N3CCCCC3)cc2NC(=O)C(C)Oc2ccc(F)cc2)CC1 (centres undefined)	-5.3	-2.1	-1.9
COc1ccc(CNCc2cc(Cl)ccc2O)cc1	-18.9	-3.0	5.3
O=C(CCCN=C1NS(=O)(=O)c2ccccc21)OCC(=O)c1ccc(F)cc1	-19.1	-5.1	22.0
O=C(C[C@H]1C/C=C\C[C@@H](Cc2ccc(F)cc2)C(=O)OC[C@@H](Cc2c[nH]c3ccccc23)NC1=O)NCCO	1.6	-2.6	-2.7
CN(CC(=O)Nc1ccccc1Cl)C(=O)COC(=O)/C=C/c1ccccc1	1.0	-3.1	-2.1
c1ccc2occc2c1	1.6	-5.7	9.8

The closing 3 compounds of the section above come first, to join the parts:
SMILES	CRFBP-R2 block	GalR3 antagonist	CRFBP-R2 agonist
O=C(C[C@H]1C/C=C\C[C@@H](Cc2ccc(F)cc2)C(=O)OC[C@@H](Cc2c[nH]c3ccccc23)NC1=O)NCCO	1.6	-2.6	-2.7
CN(CC(=O)Nc1ccccc1Cl)C(=O)COC(=O)/C=C/c1ccccc1	1.0	-3.1	-2.1
c1ccc2occc2c1	1.6	-5.7	9.8
COCOCCn1cc(CN2CCS(=O)(=O)N(Cc3ccc(-c4ccc(Cl)cc4)cc3)C(CC(C)C)C2=O)nn1 (centres undefined)	-4.7	-2.4	0.0
COc1ccc(C(=O)OCC(=O)c2ccc3c(c2)NC(=O)CO3)cc1OC	12.1	-3.6	-1.2
COc1ccc(S(=O)(=O)NC2CC(=O)N(c3cccc(F)c3)C2)cc1OC (centres undefined)	2.1	-4.0	-0.5
CC1=NCC(C)c2ccccc21 (centres undefined)	12.5	-4.7	0.0
CSCCC(NC(=O)COc1ccccc1)C(=O)N(C)Cc1c(F)cccc1Cl (centres undefined)	3.1	-5.7	-1.3
Cc1ccc(C)c(CNc2ccc(S(=O)(=O)N3CCCCC3)cc2)c1	7.3	-2.8	-2.4
CC(=O)Nc1cccc(C)c1	2.2	-1.7	-1.3
CCOc1ccccc1NC(=O)C(OC(=O)c1cnccn1)c1ccccc1 (centres undefined)	5.8	-1.8	-2.5
Cc1ccc(S(=O)(=O)N(C)C)cc1NC(=O)COC(=O)CSc1ccccc1	-4.7	-4.5	1.0
O=C1C=CN(Cc2ccccc2)C(c2ccccc2)C1 (centres undefined)	3.9	3.4	0.5
O=C(COC(=O)c1cccs1)Nc1cccc(S(=O)(=O)N2CCCCC2)c1	11.4	-5.1	0.8
Cc1ccc2c(Cl)cc(Cl)c(O)c2n1	-2.3	-4.8	-3.1
Cc1ncc(CO)c(/C=N/NC(=O)c2cccc(S(=O)(=O)N3CCCC3)c2)c1O	8.4	-3.1	7.3
NNC(=O)c1n[nH]c2c1CC(C1CCCCC1)CC2 (centres undefined)	-4.9	-5.9	-4.3
COc1ccc(C2C(C#N)=C(N)Oc3cc(O)ccc32)cc1 (centres undefined)	-6.9	-3.8	2.1
COc1cccc(NC(=O)c2cccc(Cl)c2)c1	-3.2	-3.2	0.0
Cc1cccc(C(=O)N[C@H](C(=O)Nc2ccc(C)c(S(=O)(=O)N3CCOCC3)c2)C(C)C)c1	3.0	-4.8	3.0
O=C(COC(=O)CN1C(=O)C2CCCCC2C1=O)Nc1ccc(F)c(F)c1F (centres undefined)	9.3	-3.2	0.1
CCc1cccc(CC)c1NC(=O)CSc1nnc(C2CC2)n1N	-12.4	-1.4	-1.3
CC(O)(CC(=O)CC(=O)c1ccccc1)c1ccccc1 (centres undefined)	-10.3	-4.1	0.8

Profiles from above. Values in the order: CRFBP-R2 block, GalR3 antagonist, CRFBP-R2 agonist
`COc1ccc(C2C(C#N)=C(N)Oc3cc(O)ccc32)cc1` (centres undefined) across the screens: -6.9, -3.8, 2.1
`O=C(COC(=O)CN1C(=O)C2CCCCC2C1=O)Nc1ccc(F)c(F)c1F` (centres undefined) across the screens: 9.3, -3.2, 0.1
`O=C(COC(=O)c1cccs1)Nc1cccc(S(=O)(=O)N2CCCCC2)c1` across the screens: 11.4, -5.1, 0.8
`Cc1ncc(CO)c(/C=N/NC(=O)c2cccc(S(=O)(=O)N3CCCC3)c2)c1O` across the screens: 8.4, -3.1, 7.3

Next section
SMILES	CRFBP-R2 block	GalR3 antagonist	CRFBP-R2 agonist
Cc1ccc(C(=O)OCN2C(=O)c3ccccc3C2=O)cc1S(=O)(=O)N1CCOCC1	4.2	-2.9	-1.8
CN(C)S(=O)(=O)c1ccc(NC(=O)CSc2nnc(-c3ccco3)o2)cc1	-6.5	-6.4	-1.1
Oc1ccccc1C1=NC(c2ccccc2)NC(c2ccccc2)C1 (centres undefined)	1.6	-6.2	-0.8
NC(=O)Nc1ccc(C(=O)OCC(=O)N2CCc3ccccc3C2)cc1	6.4	-3.4	-0.9
CCOc1ccccc1NC(=O)CSc1nc2[nH]ncc2c(=O)[nH]1	0.8	3.9	-0.5
CCCCN1C(=O)C(C(=O)OCc2ccccc2)CC2=C1CCCC2=O (centres undefined)	5.2	-7.7	0.2
C=CCc1ccccc1OCC(O)CN1CCOCC1 (centres undefined)	-3.5	-4.5	2.0
COc1ccc(C(=O)N(C)Cc2ccc(OC)c(OC)c2OC)cc1S(=O)(=O)N1CCOCC1	5.1	-4.0	0.0
O=C(c1ccc(Br)cc1)N1CCN(c2ccccn2)CC1	5.2	-8.0	-0.8
CC(C)CCOc1ccc(C(=O)NN2C(=O)NC3(CCCCC3)C2=O)cc1	-39.3	-1.7	0.6
CSc1ccccc1NC(=O)CSc1cccc[n+]1[O-]	-2.3	-4.0	-1.0
N#Cc1cccc(S(=O)(=O)NCC(=O)NCc2ccc3c(c2)OCO3)c1	5.5	-4.4	-0.7
COc1ccc(NC(=O)[C@@H](NS(=O)(=O)c2cccc(Cl)c2)C(C)C)cc1S(=O)(=O)N1CCOCC1	3.8	-3.7	-0.5
O=C(COc1ccc(Cl)cc1Cl)OCC(=O)c1ccc[nH]1	-1.5	0.5	5.5
CN(C)CCn1c2c(c(SCC(=O)NCc3ccccc3)nc1=O)CCCC2	7.8	-1.8	-0.3
NC(=O)c1ccsc1NC(=O)COC(=O)/C=C/c1ccccc1[N+](=O)[O-]	2.5	5.1	1.1
CC(=O)Nc1ccc(NC(=O)CSc2nnc(-c3cccs3)n2N)cc1	12.4	-5.5	3.9
COc1ccc(N(CC(=O)N2CCN(c3ccccc3)CC2)S(=O)(=O)c2ccccc2)cc1	-2.7	0.2	0.0
O=C(CN1CCN(S(=O)(=O)c2cc(C(F)(F)F)ccc2Cl)CC1)N1CCc2ccccc2C1	0.9	-6.0	0.0
COc1ccccc1NC(=O)Nc1nc(CC(=O)N2CCN(c3ccccc3)CC2)cs1	-7.0	-5.0	4.2
O=C(CN1CCCC1c1cccs1)Nc1cccc(S(=O)(=O)N2CCCC2)c1 (centres undefined)	5.6	3.6	-1.6
O=C1C=CC2=C3c4cc(O)c(O)cc4CC3(O)COC2=C1O (centres undefined)	19.2	-2.3	-1.1
C1CCN(CCC2CCCCN2)CC1 (centres undefined)	6.5	-0.1	5.5
Cc1ncc2c(n1)NC(=O)NC2	-0.8	-4.5	1.4
NC(=O)/C(N=Nc1ccccc1)=N/Nc1ccccc1	5.8	-2.7	-1.7
O[C@@H]1C[C@H](c2ccccc2)N(Cc2cccs2)C[C@H]1n1cc(C2CC2)nn1	-3.1	-5.9	-1.4
CCOC(=O)C1=CNS(=O)(=O)NC1c1ccc(C(F)(F)F)cc1 (centres undefined)	25.0	-6.6	0.8
CC(C)CN(C(=O)COC(=O)C12CC3CC(CC(C3)C1)C2)c1c(N)n(Cc2ccccc2)c(=O)[nH]c1=O	-8.5	-5.6	0.5
CC(C)c1ccc(S(=O)(=O)N2CCN(CC(=O)Nc3ccc(Cl)cc3F)CC2)cc1	-2.3	-3.7	5.1
CCC(=O)N1CCc2cc(Br)c(S(=O)(=O)NCCN3CCCCC3CC)cc21 (centres undefined)	23.5	-2.3	-1.6
O=C(c1ccco1)N1CCN(C(=O)c2cnn(-c3ccc(F)cc3)c2-n2cccc2)CC1	-13.3	-2.9	-1.2
O=C(NCCC1CCCCN1S(=O)(=O)c1cccs1)C(=O)Nc1ccccc1F (centres undefined)	11.2	-3.3	-0.5
O=C(CNC(=O)c1ccccc1)NCc1nc2ccccc2[nH]1	-3.2	0.3	-1.4
COC(=O)c1c(C)[nH]c(C(=O)OCC(=O)c2ccc(C)s2)c1C	-6.1	-0.3	-0.3
CC(=O)NCCc1ccc(-c2csc(NC(=O)C3CC(=O)N(C4CCCC4)C3)n2)cc1 (centres undefined)	7.5	-0.9	-0.7
O=S(=O)(Oc1ccccc1)c1ccc(Cl)c(Cl)c1	-3.5	-7.4	2.0
O=C(COC(=O)c1ccccc1-n1cnnn1)c1ccc(F)c(F)c1	2.6	1.0	0.7
CN1CCN(S(=O)(=O)c2cccc(C(=O)Nc3ccccc3N3CCCCC3)c2)CC1	-13.1	0.6	0.8
COCCn1c(SCC(=O)c2c(N)n(C3CC3)c(=O)[nH]c2=O)nnc1-c1cccc(C)c1	-2.2	-4.0	0.6
Cc1sc(NC(=O)C2=COCCO2)c(C(N)=O)c1C	-5.8	-4.2	-2.8

Only part of the results is shown, so the mix of outcomes need not match the whole.
